S1P3 ag: human S1P3 receptor agonists, primary screen, cell-based, primary and confirmation, NFAT-BLA reporter; S1P3 NFAT-BLA reporter cells, agonism, FRET ratio; relative to 1 µM S1P, basal subtracted; AID 373, 2006; Sphingosine 1-phosphate receptor 3 (Homo sapiens), Q99500; activation, % at 4.5 µM; 60,000 tested, 0.1% active;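 active = activation above the screen-wide mean plus 3 SD, cut at about 4.5% in these data, passing the limit was not always enough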; also: some compounds called inactive have numbers as strong as hits
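Benchmarks: high control 1 µM S1P / System: stable CHO line with human S1P3, Gα16, NFAT-BLA reporter / Dosing: single compound concentration, 4.5 µM final / Timing: 4 h compound at 37 °C, 2 h substrate at RT / Measured by: FRET β-lactamase substrate fluorescence, excitation 405 nm, 460/535 nm emission ratio, background-subtracted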
5HT1E antag: 5-HT1E receptor antagonists, primary screen, cell-based, HTS | 5-hydroxytryptamine receptor 1E (Homo sapiens), P28566 | CHO 5-HT1E Ga15 NFAT-bla reporter, FRET, antagonist | inhibition, % at 6 µM | 65,000 tested, 0.99% active | AID 571, 2007;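 active = inhibition above a set limit, the mean inhibition across every tested compound plus 3 SD, cut at about 29% in these data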;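 also: signal is the 460 over 535 nm emission ratio of beta-lactamase substrate; 0% = agonist plus DMSO wells and 100% = wells without agonist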
HTR1E agonist: 5-HT1E receptor agonists, primary screen, cell-based, HTS | 65,000 tested, 0.69% active | 5-hydroxytryptamine receptor 1E (Homo sapiens), P28566 | activation, % at 6 µM | CHO 5-HT1E Ga15 NFAT-bla reporter, FRET; 0% DMSO wells, 100% control agonist wells;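 active = activation above a set limit, the screen-wide mean activation plus 3 SD, cut at about 8.5% in these data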;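 also: 100% = positive control agonist at 1 µM giving full maximal response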
HER2 expr 66K: inhibitors of Her2 protein expression, primary screen, SKBR-3 cells, AlphaScreen, 66K library; AID 645, 2007; 65,000 tested, 0.69% active; SKBR-3 HER2 protein level, 18-24 h; stronger effect = lower value; HER2 level % of control, % at 10 µM;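 active = HER2 level under 5% of the carrier-only control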;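 also: 100% = DMSO carrier and 0% = 500 nM PU-H71 HSP90 inhibitor; lower value means stronger loss of Her2 protein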
M1 ag: M1 muscarinic receptor agonists, primary screen, CHO-M1 cells, Fluo-4 calcium, agonist mode; AID 626, 2007; 64,000 tested, 3% active; Fluo-4 calcium fluorescence; stronger effect = higher value; B-score at 10 µM;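 active = fluorescence rise, raw or as B-score row- and column-corrected plate score, outside the 99.7% band of its plate's samples, either direction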
M1 antag: antagonists of rat M1 muscarinic receptor. Muscarinic acetylcholine receptor M1 (Rattus norvegicus), P08482. CHO-M1 cells, Fluo-4 calcium, ACh EC80 antagonist mode; stronger effect = lower value. B-score at 10 µM. 64,000 tested, 3.4% active. AID 628, 2007;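 active = calcium fluorescence response, raw or row-and-column corrected B-score, differing from the plate sample mean either way at a set confidence level, mostly lower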
Target sequence (P08482 whole entry, looked up): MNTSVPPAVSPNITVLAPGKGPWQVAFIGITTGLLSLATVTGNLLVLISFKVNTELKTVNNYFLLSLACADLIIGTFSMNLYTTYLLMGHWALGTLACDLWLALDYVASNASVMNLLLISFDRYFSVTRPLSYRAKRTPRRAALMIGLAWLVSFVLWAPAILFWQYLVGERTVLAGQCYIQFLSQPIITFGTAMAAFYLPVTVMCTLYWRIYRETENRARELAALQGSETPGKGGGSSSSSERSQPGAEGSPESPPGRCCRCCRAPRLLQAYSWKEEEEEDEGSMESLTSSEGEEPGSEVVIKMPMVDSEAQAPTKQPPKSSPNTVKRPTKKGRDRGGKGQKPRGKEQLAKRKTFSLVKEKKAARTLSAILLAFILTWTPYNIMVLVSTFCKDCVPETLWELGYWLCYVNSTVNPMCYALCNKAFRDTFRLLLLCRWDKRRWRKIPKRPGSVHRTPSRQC
HEK293 NFkB inh: inhibitors of PMA/ionomycin-induced NF-kB reporter, primary screen, antigen receptor NF-kB inhibitor project, cell-based, HEK-293 luciferase reporter, luminescence; 62,000 tested, 0.21% active; inhibition, % at 3 µM; HEK-293 NF-kB luciferase reporter;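 active = inhibition above the mean of all tested compounds plus 3 SD, cut at about 40% in these data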;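 also: 0% = stimulated DMSO wells and 100% = 10 µM reference inhibitor 5653914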
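Timing: 1 h pretreatment, 16 h stimulation, 37 °C; system: HEK-293 cells with stable firefly luciferase reporter driven by four HIV NF-kB elements; doses: 3 µM once, 0.30% DMSO; measured by: luciferase luminescence; control set: DMSO and 10 µM reference inhibitor; repeats: single test; reagent: PMA plus ionomycin mix as NF-kB-activating stimulus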
Jurkat viability: cytotoxicity toward Jurkat T cells, primary screen, cytotoxicity control, cell-based, Jurkat E6.1, 60K MLSMR library; AID 463, 2006; Jurkat E6.1 viability, ATP luminescence, 48 h; inhibition, % at 4 µM; 56,000 tested, 1.2% active;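 active = inhibition above the mean inhibition of all tested compounds plus 3 SD, cut at about 28% in these data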
S1P1 ag-PAM: S1P1 agonists and agonism potentiators, primary screen, cell-based, primary and confirmation screens, CRE-bla reporter | Sphingosine 1-phosphate receptor 1 (Homo sapiens), P21453 | S1P1 CRE-bla cells, forskolin, beta-lactamase FRET, potentiator mode; S1P1 agonist co-added at EC20, 2 nM; 100% = saturating reference agonist, 0% = basal | activation, % at 9.5 µM | 56,000 tested, 0.57% active | AID 449, 2006;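 active = activation above a cutoff set at the mean activation of all tested compounds plus 3 SD, cut at about 54% in these data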;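 also: forskolin at 4 µM as EC80 and the EC20 agonist is SEW2871; 100% = SEW2871 at its EC100 plus forskolin at EC80; some compounds past the cut are filed as inactive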
Target sequence (P21453 whole entry, looked up): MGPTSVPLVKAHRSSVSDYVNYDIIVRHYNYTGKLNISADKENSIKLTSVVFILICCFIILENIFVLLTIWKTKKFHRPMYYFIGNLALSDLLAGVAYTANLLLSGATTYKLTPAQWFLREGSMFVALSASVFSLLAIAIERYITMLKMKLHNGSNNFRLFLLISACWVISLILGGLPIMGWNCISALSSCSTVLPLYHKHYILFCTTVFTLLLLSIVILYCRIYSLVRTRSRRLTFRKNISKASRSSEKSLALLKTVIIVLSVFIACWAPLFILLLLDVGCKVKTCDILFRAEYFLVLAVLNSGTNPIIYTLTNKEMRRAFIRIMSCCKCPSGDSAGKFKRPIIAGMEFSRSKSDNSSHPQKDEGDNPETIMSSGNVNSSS
* hit, by the source's call; . = not tested or not shown.

Screens by letter – A = S1P3 ag; B = 5HT1E antag; C = HTR1E agonist; D = HER2 expr 66K; E = M1 ag; F = M1 antag; G = HEK293 NFkB inh; H = Jurkat viability; I = S1P1 ag-PAM
> CCc1ccc(NC2=NC(C(=O)c3ccccc3)CC(=O)N2)cc1 (centres undefined)
  A = 1.0	B = -6	C = 0.1	D = 76	E = -1.3	F = -1.3	G = 24	H = 2	I = -20

> O=C(Nc1ccc(Oc2ccc(Cl)cc2)cc1)c1ncn[nH]1
  A = 0.6	B = -12	C = 0.2	D = 137	E = -0.43	F = -0.39	G = 9	H = -1	I = .

> Cc1ccc(-n2c(SCC(=O)NCc3ccco3)nnc2-c2cccnc2)c(C)c1
  A = -1.1	B = 0	C = -0.1	D = 100	E = -0.21	F = 0.11	G = 12	H = 6	I = 14

> Nc1nnnn1/N=C/C(Br)=C/c1ccccc1
  A = -1.4	B = 48*	C = 1.4	D = -20*	E = 0.081	F = -0.63	G = 10	H = 84*	I = 71

> COc1ccc(N2CCN(c3nc4c(c(=O)n(C)c(=O)n4C)n3CCCc3ccccc3)CC2)cc1
  A = -0.4	B = -3	C = 0.6	D = 106	E = -0.11	F = -0.57	G = -4	H = -11	I = 3

> Cc1ccc(N(CC(O)CN2CCCC2)S(=O)(=O)c2ccc(C)cc2)cc1 (centres undefined)
  A = -0.4	B = -6	C = 1.2	D = 127	E = 0.19	F = -0.54	G = .	H = .	I = 0

> CN(C)CCCn1c(NC(=O)C2CCCCC2)nc2ccccc21
  A = -1.5	B = -7	C = 54*	D = 87	E = -0.17	F = -0.06	G = .	H = .	I = 17

> Cc1ccc(C)c(NC(=O)c2nnn(Cc3ccccc3C)c2N)c1
  A = -1.0	B = 16	C = -0.3	D = 106	E = -0.88	F = 0.011	G = 4	H = 7	I = 34

> Cc1ccc(NC(=O)N2CCC(C(=O)NCCC3=CCCCC3)CC2)cc1
  A = 0.1	B = -2	C = 0.6	D = 103	E = 1.3	F = 0.38	G = 3	H = -6	I = -4

> Cc1nc2ccc(NC(=O)N3CCCCC3)cc2s1
  A = -0.5	B = 11	C = -0.4	D = 109	E = 1.3	F = -0.42	G = -1	H = 2	I = -22

Ordered by molecular weight (smallest number first): 5 of the compounds above.
Screens by letter – A = S1P3 ag; B = 5HT1E antag; C = HTR1E agonist; D = HER2 expr 66K; E = M1 ag; F = M1 antag; G = HEK293 NFkB inh; H = Jurkat viability; I = S1P1 ag-PAM
> CN(C)CCCn1c(NC(=O)C2CCCCC2)nc2ccccc21
  A = -1.5	B = -7	C = 54*	D = 87	E = -0.17	F = -0.06	G = .	H = .	I = 17

> Cc1ccc(C)c(NC(=O)c2nnn(Cc3ccccc3C)c2N)c1
  A = -1.0	B = 16	C = -0.3	D = 106	E = -0.88	F = 0.011	G = 4	H = 7	I = 34

> Cc1ccc(N(CC(O)CN2CCCC2)S(=O)(=O)c2ccc(C)cc2)cc1 (centres undefined)
  A = -0.4	B = -6	C = 1.2	D = 127	E = 0.19	F = -0.54	G = .	H = .	I = 0

> Cc1ccc(-n2c(SCC(=O)NCc3ccco3)nnc2-c2cccnc2)c(C)c1
  A = -1.1	B = 0	C = -0.1	D = 100	E = -0.21	F = 0.11	G = 12	H = 6	I = 14

> COc1ccc(N2CCN(c3nc4c(c(=O)n(C)c(=O)n4C)n3CCCc3ccccc3)CC2)cc1
  A = -0.4	B = -3	C = 0.6	D = 106	E = -0.11	F = -0.57	G = -4	H = -11	I = 3

Additional compounds follow.
Screens by letter – A = S1P3 ag; B = 5HT1E antag; C = HTR1E agonist; D = HER2 expr 66K; E = M1 ag; F = M1 antag; G = HEK293 NFkB inh; H = Jurkat viability; I = S1P1 ag-PAM
> O=C(CN(CC1CCCO1)C(=O)Cn1nnc(-c2ccc(F)cc2)n1)NC1CCCCC1 (centres undefined)
  A = 0.0	B = 2	C = -0.2	D = 130	E = 0.23	F = 0.41	G = 27	H = -6	I = 1

> O=C(O)c1ccc2[nH]c3c(c2c1)CSCC3
  A = -0.7	B = 6	C = 0.1	D = 100	E = 0.068	F = 0.019	G = 19	H = -5	I = -5

> CCOC(=O)c1cc2occc2n1CCCN1C(=O)c2ccccc2C1=O
  A = .	B = -1	C = 0.5	D = 110	E = 0.3	F = -0.25	G = 7	H = .	I = .

> c1coc(CN=C2NC(=NCc3ccco3)c3ccccc32)c1
  A = 0.9	B = 2	C = -0.2	D = 63	E = -2.5	F = 0.43	G = 10	H = -3	I = 11

> CC(C)c1nc(C#N)c(NCCCn2ccnc2)o1
  A = .	B = -9	C = 2.3	D = 118	E = 0.1	F = 0.17	G = 9	H = .	I = .

> Cc1ccc(-c2nnc(SCC(=O)N3CCCc4ccccc43)n2N)cc1
  A = -0.7	B = -3	C = 0.2	D = 95	E = -0.27	F = -0.2	G = 15	H = 2	I = -3

> O=C(c1cccc(C(=O)N2CCN(c3ccccc3F)CC2)c1)N1CCN(c2ccccc2F)CC1
  A = -0.3	B = -5	C = 0.1	D = 96	E = 3.7	F = -0.2	G = 0	H = -2	I = .

> CCc1ccccc1NC(=O)c1nnn(CC(=O)Nc2cccc(C)c2C)c1N
  A = -0.7	B = -2	C = -0.6	D = 84	E = -0.62	F = 0.34	G = 13	H = -2	I = 7

> CCn1c(SCC(=O)c2cc(C)n(-c3ccc(C(=O)OC)cc3)c2C)nnc1-c1cccnc1
  A = -0.5	B = -7	C = 0.8	D = 106	E = 3.9*	F = -2.1	G = -2	H = 6	I = -8

> CC(=O)Nc1ccc(S(=O)(=O)c2ccc(N)cc2)cc1
  A = 0.4	B = -8	C = -0.2	D = 90	E = -0.35	F = 0.76	G = 8	H = -3	I = -18

> O=C(O)CCCn1nc(-c2ccccc2)c2ccccc21
  A = -1.0	B = -2	C = -0.2	D = 80	E = -0.08	F = 0.67	G = 2	H = 2	I = -14

> Cc1cc(C(=O)CSc2nncs2)c(C)n1-c1ccc2c(c1)OCO2
  A = -0.3	B = 15	C = -1.0	D = 87	E = -0.0083	F = -4.2*	G = -11	H = 17	I = 28

> COc1ccc(N(Cc2cc3cc(OC)ccc3[nH]c2=O)S(C)(=O)=O)cc1
  A = -0.6	B = 1	C = 0.2	D = 78	E = -0.79	F = 0.15	G = 13	H = 9	I = -17

> Cc1cc(S(=O)(=O)Nc2cccc(O)c2)c(C)s1
  A = 0.3	B = 0	C = -0.6	D = 78	E = -0.43	F = -0.74	G = 8	H = -5	I = -2

> CC1CCN(S(=O)(=O)N2CCC(C(=O)NCc3cccs3)CC2)CC1
  A = 0.7	B = -21	C = -0.3	D = 116	E = -1.1	F = 0.38	G = 10	H = -3	I = 20

> CCOc1ccc(Oc2nc(Nc3ccc(C)cc3)nc(N(C)C)n2)nn1
  A = -0.4	B = 16	C = 1.1	D = 81	E = -1.2	F = 0.33	G = 18	H = 0	I = 10

> Cc1nc2ccccc2n1-c1nc(-c2ccco2)cc(C(F)(F)F)n1
  A = -0.5	B = -19	C = -0.1	D = 40	E = .	F = .	G = 13	H = -2	I = -9

> O=C(Cn1c(=O)sc2ccccc21)NCc1ccco1
  A = .	B = 8	C = -0.3	D = 99	E = 0.99	F = -0.93	G = 2	H = .	I = .

> CC1(C)CC(=O)C(C=NCC2CCCO2)=C(O)C1 (centres undefined)
  A = -2.1	B = -7	C = 0.0	D = 88	E = 0.073	F = 0.26	G = 14	H = -3	I = -24

> CC1CCN(c2oc(Cc3cccc4ccccc34)nc2C#N)CC1
  A = -0.2	B = 12	C = -0.5	D = 97	E = 0.14	F = -0.0058	G = 16	H = 0	I = 20

> CC(=O)C(C)Oc1cc(C)cc2oc(=O)c(C)c(C)c12 (centres undefined)
  A = -2.6	B = 3	C = 0.5	D = 111	E = -0.11	F = 0.6	G = 22	H = 4	I = -5

> c1coc(Cn2c(SCc3nc4ccccc4[nH]3)nnc2-c2cnccn2)c1
  A = 0.7	B = 8	C = 2.2	D = 79	E = -0.085	F = 0.66	G = 1	H = 8	I = -49

> COc1ccc(NC(=O)C2CCN(S(=O)(=O)c3ccc(OC)c(OC)c3)CC2)c(OC)c1
  A = -1.1	B = 10	C = 1.0	D = 86	E = 0.45	F = -0.057	G = 13	H = 6	I = -5

> O=C(c1cc(-c2cccs2)on1)N1CCN(c2ccccc2)CC1
  A = -0.8	B = -5	C = -0.8	D = 79	E = 1.4	F = 0.75	G = 4	H = -1	I = -19

> CCOC(=O)C1CCCN(Cc2ccc3c(c2)OCO3)C1 (centres undefined)
  A = -0.8	B = -4	C = 0.6	D = 95	E = 0.4	F = 0.39	G = 18	H = -2	I = 9

> CCOc1ccc(N2C(=O)CC(SC(=NC)Nc3cccc(F)c3)C2=O)cc1 (centres undefined)
  A = -1.6	B = -13	C = -0.4	D = 107	E = 0.73	F = -0.45	G = 13	H = 1	I = 3

> CC1CCCN(C(=O)CNC(=O)Cn2ccc3ccccc3c2=O)C1 (centres undefined)
  A = -0.3	B = -6	C = 0.5	D = 109	E = -0.29	F = -0.0073	G = 1	H = -2	I = 11

> Cc1ccc(-n2ncc(C(=O)O)c2C2CCN(C(=O)OC(C)(C)C)CC2)cc1
  A = -1.1	B = -3	C = -1.0	D = 95	E = 0.24	F = 1.2	G = 8	H = -5	I = 2

> c1cc2c3c(cccc3c1)C(N1CCCCC1)=N2
  A = -1.1	B = -3	C = -0.4	D = 107	E = 1.3	F = -6.8*	G = 0	H = 0	I = -22

> Cc1nn(CCCNC(=O)C2CCCO2)cc1Br (centres undefined)
  A = -1.2	B = -6	C = -0.4	D = 90	E = 0.21	F = -0.69	G = 12	H = 3	I = 1

> CCOc1cccc2cc(-c3cn4cc(C)ccc4n3)c(=O)oc12
  A = 0.4	B = 2	C = -0.6	D = 70	E = -0.13	F = -0.17	G = -33	H = -6	I = -10

> Cc1ccnc2ccc(-c3nc4ccccc4o3)cc12
  A = -1.3	B = 0	C = 2.4	D = 65	E = -0.034	F = 0.13	G = -13	H = -4	I = 20

> Cn1c(Cl)nc2ccccc21
  A = 0.3	B = 4	C = 6.7	D = 99	E = 0.2	F = -0.11	G = 2	H = -1	I = -7

> CCOC(=O)C(CC)n1cnc2c(oc3ccccc32)c1=O (centres undefined)
  A = -1.0	B = -5	C = 0.1	D = 115	E = 0.18	F = -0.11	G = 26	H = -2	I = 21

> COc1ccc(CN2CCN(C(=O)CC(C)C)CC2)c(OC)c1OC
  A = -1.7	B = 6	C = 0.3	D = 91	E = -0.0077	F = 0.11	G = 9	H = -4	I = 1

> CC(=O)OCC1=C(C(=O)O)N2C(=O)[C@@H](NC(=O)Cc3cccs3)[C@H]2SC1
  A = -4.3	B = 4	C = -0.4	D = 88	E = 0.25	F = 0.75	G = .	H = .	I = -10

From PubChem
